CHOP inhibitor: inhibitors of CHOP promoter induction, primary screen, cell-based, unfolded protein response, luciferase reporter. CHO-K1 CHOP-promoter luciferase, tunicamycin-induced, 15-18 h. inhibition, % at 10 µM. 3.8% of 220,000 active;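 active means compounds that reduced the stress-induced luciferase reporter signal by more than about 70% of percent inhibition, limit read from the data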;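 further: 0% = tunicamycin plus vehicle and 100% = wells without tunicamycin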
BaF3 parental: parental Ba/F3 cell viability inhibition, counter-screen for JAK2V617F inhibitor project, murine pro-B, CellTiter-Glo luminescence | AID 1486, 2009 | 1.1% of 220,000 active | CellTiter-Glo ATP luminescence | inhibition, % at 5.6 µM;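 active means inhibition above a per-campaign cutoff, the mean inhibition of all tested compounds plus 3 SD, cut at about 27% in these data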;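 further: 0% = DMSO wells and 100% = JAK Inhibitor I control wells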
S1P4 agonist: S1P4 receptor agonists, primary screen, cell-based; Sphingosine 1-phosphate receptor 4 (Homo sapiens), O95977; S1P4-expressing cell line, agonist reporter assay; activation, % at 4.98 µM; 0.35% of 220,000 active; AID 1509, 2009; in the data active means activation above about 11%;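 further: 0% = DMSO vehicle and 100% = reference agonist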
NPY2 pot ag: NPY-Y2 potentiators or agonists, primary screen, cell-based | cells expressing NPY-Y2, potentiator/agonist read-out | Neuropeptide Y receptor type 2 (Homo sapiens), P49146 | 0.45% of 220,000 active | activation, % at 3.6 µM; in the data active means activation above about 27%;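 further: cells stimulated with NPY near EC25 plus isoproterenol at EC100; 0% = vehicle plus submaximal agonist and 100% = vehicle plus saturating agonist; some results beyond the cut were filed as inactive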
Target sequence (P49146 whole entry, looked up): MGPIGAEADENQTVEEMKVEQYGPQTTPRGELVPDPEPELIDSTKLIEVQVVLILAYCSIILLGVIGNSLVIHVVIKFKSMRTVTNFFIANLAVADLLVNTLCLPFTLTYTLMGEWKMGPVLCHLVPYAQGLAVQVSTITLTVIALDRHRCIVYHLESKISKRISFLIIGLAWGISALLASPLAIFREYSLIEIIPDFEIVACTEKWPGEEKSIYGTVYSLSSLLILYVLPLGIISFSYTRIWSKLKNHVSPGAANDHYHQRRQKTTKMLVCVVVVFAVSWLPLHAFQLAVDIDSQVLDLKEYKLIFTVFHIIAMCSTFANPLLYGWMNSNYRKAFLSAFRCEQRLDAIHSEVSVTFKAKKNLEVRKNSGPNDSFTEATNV
NPY Y1 blocker: NPY-Y1 receptor antagonists, primary screen, cell-based | Neuropeptide Y receptor type 1 (Homo sapiens), P25929 | inhibition, % at 3.6 µM | HEK293-CNG Y1 cells, membrane potential fluorescence; NPY at EC95, then isoproterenol | 1% of 200,000 active | AID 1040, 2008;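 active means inhibition above the campaign mean inhibition of all tested compounds plus 3 SD, cut at about 20% in these data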;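 further: 0% = DMSO wells given NPY plus isoproterenol and 100% = isoproterenol alone without NPY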
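System: HEK293 cells with Y1 receptor plus CNG channel / Probe or stimulus: NPY 25 nM then isoproterenol 1 µM plus Ro 20-1724 25 µM / Compound: one concentration, 3.6 µM, in 0.4% DMSO / Schedule: compound incubation 1 h at room temperature, readout 45 min post-stimulation / Measured by: membrane potential fluorescence / Read-out: % inhibition of NPY effect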
S1P4 antag: S1P4 receptor antagonists, primary screen, cell-based. S1P4-expressing cells, antagonist mode, reporter read-out. 0.26% of 220,000 active. Sphingosine 1-phosphate receptor 4 (Homo sapiens), O95977. inhibition, % at 4.98 µM; in the data active means inhibition above about 29%;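 further: 0% = wells stimulated with agonist and 100% = vehicle wells without agonist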
Ba/F3 V617F tox: reduced viability of JAK2V617F-dependent Ba/F3 cells, primary screen, JAK2V617F inhibitor project, cell-based, Ba/F3 EpoR-JAK2V617F, luminescence; ATP luminescence; 1.1% of 220,000 active; AID 1446, 2008; inhibition, % at 5.6 µM;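 active means inhibition above the campaign mean plus 3 SD over all tested compounds, cut at about 24% in these data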;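 further: cytokine-independent growth of Ba/F3 cells driven by EpoR plus mutant JAK2; 0% = DMSO-treated cells and 100% = JAK inhibitor I control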
p47phox inh: p47phox/p22phox peptide binding inhibitors, primary screen, biochemical, uHTS, NADPH oxidase regulatory subunit; Neutrophil cytosol factor 1 (Homo sapiens), P14598; AID 1274, 2008; fluorescence polarization, 2 h; 0.53% of 220,000 active; inhibition, % at 24.7 µM;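 active means inhibition above about 30%, limit read from the data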;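 further: 0% = p47phox with labelled peptide and 100% = labelled peptide alone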
Target sequence (P14598 whole entry, looked up): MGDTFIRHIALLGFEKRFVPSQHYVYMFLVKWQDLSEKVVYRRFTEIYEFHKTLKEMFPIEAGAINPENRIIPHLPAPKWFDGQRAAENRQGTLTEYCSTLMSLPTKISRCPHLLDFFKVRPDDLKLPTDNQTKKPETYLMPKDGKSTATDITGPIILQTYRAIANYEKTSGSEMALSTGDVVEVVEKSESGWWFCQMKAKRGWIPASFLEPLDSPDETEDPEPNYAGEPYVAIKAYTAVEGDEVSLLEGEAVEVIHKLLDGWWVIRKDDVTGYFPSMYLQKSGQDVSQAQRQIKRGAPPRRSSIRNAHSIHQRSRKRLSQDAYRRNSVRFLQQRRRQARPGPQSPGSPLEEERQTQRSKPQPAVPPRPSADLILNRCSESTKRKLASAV
NPY1 pot ag: NPY-Y1 receptor potentiators or agonists, primary screen, cell-based; activation, % at 3.6 µM; 0.37% of 220,000 active; AID 1304, 2008; NPY-Y1 expressing cells, potentiator/agonist activation; in the data active means activation above about 33%, passing the limit was not always enough;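 further: cells stimulated with NPY at EC10 then isoproterenol at EC100; 0% = low agonist plus stimulus and 100% = saturating agonist plus stimulus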
* = called active by the depositor; · = not tested or not shown.

Compound,CHOP inhibitor,BaF3 parental,S1P4 agonist,NPY2 pot ag,NPY Y1 blocker,S1P4 antag,Ba/F3 V617F tox,p47phox inh,NPY1 pot ag
CC1(C)Cc2ccccc2-c2c1c(=O)n(Cc1ccccc1)c1nnnn21,61,6,-1.4,3,-2,-23,2,-16,4
Cc1cc(C)c(C#N)c(SCC(=O)N2CCCCC2)n1,-17,2,-2.4,-6,2,-12,-1,-13,-19
Cc1c(C(=O)N2CCOCC2)[nH]c2c1C(=O)CC(c1ccc(Cl)cc1)C2 (centres undefined),16,4,0.4,-2,11,-4,2,-17,-23
CCCCN(C)CCC(=O)Nc1ccc(OC)cc1OC,2,9,0.7,14,4,-11,3,-1,15
CCOc1cccc(=O)c2c(C)n(C)c(C)c12,5,5,0.8,1,9,-4,-3,11,-15
COc1ccc(OC)c(NC(=O)CSc2ncccn2)c1,41,4,3.0,-9,4,-4,-1,-9,-12
CCOC(=O)c1c(NC(=O)CCNCc2ccco2)sc2c1CCC2,55,6,0.6,-15,·,-7,-1,-17,9
COc1ccc(NC(=O)[C@H](COCc2ccccc2)NC(=O)OC(C)(C)C)cc1,10,6,1.3,9,-5,0,-2,2,17
Cc1ccc(-c2c(C#N)c(N)n3c(nc4ccccc43)c2C#N)cc1,-10,7,0.8,11,-6,-3,1,-80,24
CCC1CCCCN1C(=O)CSc1nc2c(cnn2-c2ccc(C)cc2)c(=O)[nH]1 (centres undefined),53,2,0.3,6,4,-6,-2,-9,-13
CC1CCc2c(sc(NC(=O)COC(=O)c3ccc(O)cc3)c2C#N)C1 (centres undefined),46,6,2.0,2,10,-27,0,-38,-3
COC(=O)C1C(c2ccc(N(C)C)cc2)C(C(=O)OC)S(=O)(=O)CS1(=O)=O (centres undefined),-9,8,3.5,4,-4,-5,-2,-7,9

Continued; the last four above are carried over.
Compound,CHOP inhibitor,BaF3 parental,S1P4 agonist,NPY2 pot ag,NPY Y1 blocker,S1P4 antag,Ba/F3 V617F tox,p47phox inh,NPY1 pot ag
Cc1ccc(-c2c(C#N)c(N)n3c(nc4ccccc43)c2C#N)cc1,-10,7,0.8,11,-6,-3,1,-80,24
CCC1CCCCN1C(=O)CSc1nc2c(cnn2-c2ccc(C)cc2)c(=O)[nH]1 (centres undefined),53,2,0.3,6,4,-6,-2,-9,-13
CC1CCc2c(sc(NC(=O)COC(=O)c3ccc(O)cc3)c2C#N)C1 (centres undefined),46,6,2.0,2,10,-27,0,-38,-3
COC(=O)C1C(c2ccc(N(C)C)cc2)C(C(=O)OC)S(=O)(=O)CS1(=O)=O (centres undefined),-9,8,3.5,4,-4,-5,-2,-7,9
COc1ccc(/C=N/NC(=O)c2c(C)nnn2-c2nonc2N)cc1OC,9,7,1.1,-2,-1,-7,3,0,12
Cn1c(=O)c2c(SCC(=O)Nc3nccs3)nc(C3CC3)nc2n(C)c1=O,26,4,0.1,-1,·,-5,3,-4,-4
COc1ccc(/C=N/n2cnc3c([nH]c4ccc(Br)cc43)c2=O)cc1CN1CCOCC1,70,0,1.0,-11,-6,-7,1,-4,10
COc1ccc(Nc2nc(Cl)nc(N3CCN(c4ccc(OC)cc4)CC3)n2)cc1,93*,7,1.8,6,10,-20,-1,3,13
COc1ccc(-c2cc(C(F)(F)F)nc(-n3cc(Br)cn3)n2)cc1,27,2,-2.6,-4,1,-29,-4,-8,-3
c1ccc(Oc2cccc3cccnc23)nc1,3,-1,0.5,7,·,0,0,-4,8
Cc1cccc(C2c3[nH]c4ccccc4c3CCN2C(=O)c2cc(C(C)C)nc(N)n2)n1 (centres undefined),7,1,1.1,-6,-2,-21,-3,0,0
O=C(Cn1c(C(F)(F)F)nc2ccccc21)Oc1cccc(C(F)(F)F)c1,51,1,0.4,-4,2,10,-5,2,19
Cc1ccc(NC(=O)CSc2nc(=O)cc(N)n2CCc2ccccc2)cc1,14,0,0.1,4,1,-5,-3,-10,6
Clc1ccc2nc(-c3ccc(Br)s3)cn2c1,75*,3,-0.6,4,9,-13,2,-11,0
Cc1ccc2c(c1)N(CCCC(=O)NCC1COc3ccccc3O1)C(=O)CO2 (centres undefined),-5,6,0.3,0,3,-9,2,-2,-32
Cc1ccc(O)c(-c2cc(C(=O)Nc3ccc(S(=O)(=O)Nc4nccc(C)n4)cc3)[nH]n2)c1,19,-3,1.1,-5,·,-11,-2,-56,17

Continuation:
Compound,CHOP inhibitor,BaF3 parental,S1P4 agonist,NPY2 pot ag,NPY Y1 blocker,S1P4 antag,Ba/F3 V617F tox,p47phox inh,NPY1 pot ag
Cc1ccc(NC(=O)C(c2ccc(Cl)cc2)N2CCOCC2)cc1 (centres undefined),1,6,-0.1,-3,2,2,-2,-1,1
COc1cccc(N=C2CC(C)(C)CC(=O)/C2=C(/O)c2ccccc2)c1,7,2,0.6,-15,3,-12,0,·,21
Cc1cccc(OCC(=O)Nc2cccc3nsnc23)c1,44,1,-2.2,-8,7,11,-2,-32,-24
C=C(C)Cn1c(CCn2c3ccccc3c3ccccc32)n[nH]c1=S,53,5,-0.9,-2,5,4,2,0,0
Cc1c(Cl)cccc1-n1nnnc1-c1cccs1,8,8,0.8,-4,7,-8,0,-1,-5
CCCCNS(=O)(=O)c1ccc(NC(=O)C(Sc2ccccc2)c2ccccc2)cc1 (centres undefined),36,4,2.2,29*,-2,-3,-1,-15,17
COc1ccc(CCNC(=O)COc2ccc(-c3ccc(C)cc3)cc2)cc1OC,56,4,-0.1,-10,16,-7,-2,-4,-23
C=C(C)Cc1c(C)nc(-c2ccccc2)[nH]c1=O,14,4,-0.7,0,6,-5,-4,-10,-20
CC(C)N(C(=O)CSc1nc2ccccc2n1Cc1ccccc1)C(C)C,1,1,-1.8,0,4,-5,-3,-4,-16
Cc1ccc(S(=O)(=O)CC2CSc3nc4ccccc4n32)cc1 (centres undefined),55,72*,1.7,16,18,-21,58*,-3,-24
CCN(CC)CCn1c(SCC(=O)NCc2ccccc2)nc2c(sc3ccccc32)c1=O,-29,8,-0.4,-3,3,-4,1,-5,-13
O=C(CSc1nc2ccccc2[nH]1)c1c[nH]c2ccccc12,1,4,1.5,-10,-1,-3,-1,-6,4

More structures.
Compound,CHOP inhibitor,BaF3 parental,S1P4 agonist,NPY2 pot ag,NPY Y1 blocker,S1P4 antag,Ba/F3 V617F tox,p47phox inh,NPY1 pot ag
COc1ccc(NC(=O)Nc2ccc3oc(C)nc3c2)cc1,-26,14,2.6,-9,1,-24,2,-7,5
O=C(NCCOc1ccc(Cl)cc1)c1ccc2ccccc2n1,-2,6,0.2,-13,18,-22,-2,-7,-18
O=C1CCCC2=C1C1c3ccccc3C(=O)N1c1ccc(C(=O)c3ccccc3)cc1N2 (centres undefined),1,3,-0.7,12,-4,-16,-1,0,-5
Cc1c(C(=O)N2CCc3ccccc3C2)oc2ccc(S(=O)(=O)N3CC(C)CC(C)C3)cc12 (centres undefined),42,3,-0.2,9,7,5,7,-2,-28
CCOc1ccccc1NC(=O)Nc1ccc(Br)cn1,54,3,-1.6,-7,4,-5,-3,-2,-6
COc1cc(/C=C2\COC/C(=C\c3ccc(O)c(OC)c3)C2=O)ccc1O,41,-8,-0.7,0,·,-7,25*,-26,25
CC(Nc1ccc(Cl)cc1)c1cc(Cl)ccc1O (centres undefined),5,3,1.2,4,-6,-2,-4,-8,-3
CCOc1ccc2c(c1)c(C(C)=O)c(C)n2-c1ccccc1,60,4,0.3,-13,5,-4,1,-5,-20
CCC(C)(C)NC(=O)C(c1cccn1C)N(C(=O)Cn1nnc2ccccc21)c1ccc(OC)cc1OC (centres undefined),14,1,1.4,-12,-2,-12,0,-22,-60
Cc1nn(Cc2ccccc2)c(C)c1NC(=O)CCCn1nc([N+](=O)[O-])c(Cl)c1C,-17,0,-1.6,2,4,-13,-4,0,6
CCOC(=O)C(=O)N/N=C(/c1ccccc1)c1ccc(OC)cc1,7,-2,1.8,-3,·,-4,0,-4,-12
CC(NC(=O)COC(=O)CSCc1ccccc1)c1ccccc1 (centres undefined),-14,-1,-3.2,13,-5,-4,-3,-5,-6

Fetched by structure from the entries so far (2):
Compound,CHOP inhibitor,BaF3 parental,S1P4 agonist,NPY2 pot ag,NPY Y1 blocker,S1P4 antag,Ba/F3 V617F tox,p47phox inh,NPY1 pot ag
CC(NC(=O)COC(=O)CSCc1ccccc1)c1ccccc1 (centres undefined),-14,-1,-3.2,13,-5,-4,-3,-5,-6
O=C(NCCOc1ccc(Cl)cc1)c1ccc2ccccc2n1,-2,6,0.2,-13,18,-22,-2,-7,-18

(cont.)
Compound,CHOP inhibitor,BaF3 parental,S1P4 agonist,NPY2 pot ag,NPY Y1 blocker,S1P4 antag,Ba/F3 V617F tox,p47phox inh,NPY1 pot ag
CSc1nnc2n(-c3ccc(C)cc3)c(=O)c3c4c(sc3n12)COC(C(C)C)C4 (centres undefined),81*,6,1.0,6,-2,-7,-1,-5,-7
CCOc1cc(/C=N\Nc2ncc(F)c(N3CCOCC3)n2)ccc1Oc1nc(Cl)ncc1F,14,22,-2.0,-15,·,1,14,-5,17
Cn1c(=O)oc2cc(S(=O)(=O)NCc3ccco3)ccc21,4,4,1.5,8,1,-9,-2,-13,-3
Cc1nc2ccccc2n1CC(O)Cn1c2ccccc2c2ccccc21 (centres undefined),27,5,-1.8,-2,7,2,3,-15,-41
O=c1[nH]c(N2CCN(c3ccccc3)CC2)nc2c1CCCC2,10,3,1.4,5,-1,-12,6,-13,10
Cc1ccc(NC(=O)C2=NNC(=O)CC2)cc1F,-5,-4,-1.2,3,·,18,-4,-11,10
CCSc1nnc(N(CCC#N)CCC#N)s1,7,3,2.0,1,1,-4,3,-3,-3
Cc1ccc(S(=O)(=O)Nc2nc(C)c(C(=O)N/N=C/c3ccccc3)s2)cc1,-9,11,-2.3,1,4,-7,6,-25,-1
Cc1cc(N)n(-c2ccc(C(=O)O)cc2)n1,1,0,0.1,-10,2,-9,5,2,1
O=C(NCC1CCCO1)c1cccs1 (centres undefined),-24,6,0.7,1,3,0,6,-1,0
COc1cc(/C=N/N=C2/NC(=O)C(CC(=O)O)S2)ccc1OCc1ccc(Cl)cc1 (centres undefined),11,1,10,4,1,-8,-3,-22,17

Screens: PubChem, several laboratories
